# Assay outcomes as filed in PubChem BioAssay.
# CD11b adhes enh: increases human CD11b/CD18 adhesion to fibrinogen | K562 CD11b/CD18 adhesion to fibrinogen, ATPlite luminescence | activation, % at 10 µM | hit rate 0.07% among 93,000 | AID 1499;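 active means 10 µM primary screen giving 50% or more activity, confirmed by 40% or more on retest at that dose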; further: strong numbers were not always called active; reference of the scale not given here
# CYP2C9 inhib: inhibitors of human CYP2C9; P11712; CYP2C9 Supersomes, luciferin-H conversion, luminescence; inhibition, % at 5 µM; hit rate 20% among 96,000; AID 777;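 active means blocking of liver enzyme CYP2C9 beyond about 50% at 5 µM, limit read from the data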; further: values of inactives mirror those of a sister screen read the other way
# Pyk2 oligo antag: blocks oligomerization of human Pyk2 in cells | Q14289 | Q293 cells, Pyk2 FERM NanoBiT luminescence; active compounds read low | z-score (the deposit names both 25 µM and 10 µM) | hit rate 0.83% among 99,000;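 active means Z-score of -3 or lower, scaled per plate to the spread of control and sample wells; inactive means z-score above -3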;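 further: negative z-score means lost luminescence so less FERM oligomerization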
# CYP2C9 activ: increases human cytochrome P450 2C9 activity; hit rate 1.4% among 96,000; activation factor at 5 µM; AID 1024; recombinant CYP2C9, luciferin-H conversion, luminescence; active compounds read high; factor 1 = untreated enzyme, 0 = blocked; P11712;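 active means activation factor of 2 or more for CYP2C9 at a 5 µM dose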;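 further: 0 = sulfaphenazole-blocked wells and 1 = vehicle-only wells; values of inactives mirror those of a sister screen read the other way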
# CYP2C19 activ: activators of human cytochrome P450 2C19; 96,000 tested, under 10 active; P33261; activation factor at 5 µM; recombinant CYP2C19, luciferin-H EGE luminescence; active compounds read high; 0 = fully inhibited enzyme, 1 = untreated enzyme;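 active means activation factor of at least 2 at 5 µM in the primary screen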;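 further: 0 = wells with 2.5 mM tranylcypromine and 1 = vehicle-only wells; values of inactives mirror those of a sister screen read the other way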
# Target sequence (P33261 whole entry, looked up): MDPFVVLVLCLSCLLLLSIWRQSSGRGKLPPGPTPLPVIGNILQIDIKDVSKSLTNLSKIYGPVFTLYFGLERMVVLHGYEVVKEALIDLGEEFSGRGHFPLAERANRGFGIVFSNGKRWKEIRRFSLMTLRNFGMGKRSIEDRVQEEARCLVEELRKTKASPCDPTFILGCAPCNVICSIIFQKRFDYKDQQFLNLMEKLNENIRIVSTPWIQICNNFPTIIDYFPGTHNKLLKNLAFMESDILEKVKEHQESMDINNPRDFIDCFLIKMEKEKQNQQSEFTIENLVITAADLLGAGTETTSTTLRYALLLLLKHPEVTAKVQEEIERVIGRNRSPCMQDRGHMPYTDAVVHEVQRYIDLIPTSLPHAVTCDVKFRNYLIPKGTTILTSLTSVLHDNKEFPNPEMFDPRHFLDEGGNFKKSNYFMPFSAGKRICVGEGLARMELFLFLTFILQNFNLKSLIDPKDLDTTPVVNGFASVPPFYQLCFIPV
# PLAP activator: activators of human placental alkaline phosphatase; P05187; purified PLAP enzyme, luminescent substrate read-out; active compounds read high; activation fold at 20 µM; hit rate 1.2% among 96,000; AID 696; in the data active means activation fold above about 2
# Target sequence (P05187 whole entry, looked up): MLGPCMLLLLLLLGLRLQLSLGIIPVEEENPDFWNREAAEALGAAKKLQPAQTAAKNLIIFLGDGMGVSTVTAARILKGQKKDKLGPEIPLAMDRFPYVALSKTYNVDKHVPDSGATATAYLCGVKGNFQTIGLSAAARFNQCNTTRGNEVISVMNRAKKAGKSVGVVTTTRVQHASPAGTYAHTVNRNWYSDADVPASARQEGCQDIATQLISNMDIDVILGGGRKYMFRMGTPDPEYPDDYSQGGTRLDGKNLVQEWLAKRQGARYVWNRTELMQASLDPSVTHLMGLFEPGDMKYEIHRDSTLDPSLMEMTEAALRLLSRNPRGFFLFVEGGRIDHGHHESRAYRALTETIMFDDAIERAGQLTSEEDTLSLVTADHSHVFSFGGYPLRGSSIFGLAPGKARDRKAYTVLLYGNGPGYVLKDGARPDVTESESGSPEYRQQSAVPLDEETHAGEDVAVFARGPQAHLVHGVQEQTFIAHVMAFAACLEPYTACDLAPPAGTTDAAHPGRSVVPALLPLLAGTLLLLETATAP
# CYP2C19 inhib: blocks human cytochrome P450 2C19. hit rate 21% among 96,000. P33261. AID 778. inhibition, % at 5 µM. CYP2C19 Supersomes, luciferin-H EGE luminescence, 30 min;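 active means CYP2C19 inhibition above a set limit at 5 µM in the primary screen, cut at about 50% in these data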;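 further: plate controls were negative control wells for no effect and 2.5 mM tranylcypromine positive control for full effect; values of inactives mirror those of a sister screen read the other way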
# Mac1 fbg inh: CD11b/CD18-fibrinogen binding inhibition; P05107+P11215; hit rate 0.54% among 93,000; inhibition, % at 10 µM; AID 1497; K562 CD11b/CD18 adhesion to fibrinogen, ATPlite luminescence; Mn2+ added to activate the integrin;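 active means primary inhibition of 50% or more at 10 µM, then 40% or more on retest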; further: some results filed as inactive read as strong as hits
# MT1-MMP txn act: activates MT1-MMP transcription. HT1080 MT1-MMP promoter luciferase reporter, luminescence, overnight; active compounds read high. activation factor at 10 µM. hit rate 0.16% among 86,000. AID 750;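 active means activation factor of at least 2 for MT1-MMP transcription at 10 µM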
# * hit, by the source's call; nt = no result given.
CYP2C9 inhib	PLAP activator	CYP2C19 inhib	CD11b adhes enh	Mac1 fbg inh	CYP2C9 activ	CYP2C19 activ	MT1-MMP txn act	Pyk2 oligo antag	canonical_smiles
6.1	1.5	43.6	0.4	1.6	0.9	0.6	0.8	-0.08	Cc1cccc(NCC(O)Cn2cnc3c2c(=O)n(C)c(=O)n3C)c1 (centres undefined)
-46.8	1	81.1*	nt	nt	1.5	0.2	1.2	-0.67	CCN(CC)S(=O)(=O)c1ccc2c3c(cccc13)C(=O)S2
8.2	0.9	1.7	-3.1	-3.9	0.9	1	1.3	0.33	CN1C[N+]([O-])=C(c2ccccc2)C1(C)C
8.2	1.4	23.5	-2.0	-21.3	0.9	0.8	1.3	1.24	CCCCC1(C(=O)OCC)CC(CN2CCOCC2)OC1=O (centres undefined)
-7.4	1.1	26.5	1.4	20.6	1.1	0.7	nt	-0.93	CC(C)C(=O)Nc1cccc(NC(=S)NC(=O)c2ccccc2Cl)c1
4.0	1	11.8	-1.1	6.6	1	0.9	1.3	-1.87	CCCc1nc2ccc(NC(=O)c3ccco3)cc2c(=O)n1Cc1ccc(Cl)cc1
18.0	1.6	82.6*	-3.9	17.9	0.8	0.2	0.5	-0.36	CCCOc1ccc2ccccc2c1/C=N/n1c(C)nnc1-n1nc(C)cc1C
25.0	0.9	26.2	-5.3	66.2	0.8	0.7	1.3	-0.87	Cc1ccnc(Nc2nc(-c3c(C)nc4sccn34)cs2)c1
20.5	0.9	4.4	1.5	-3.0	0.8	1	nt	0.16	Cc1cc(C)nc(/N=C(/NC(=O)Nc2cccc(Cl)c2)Nc2ccccc2)n1
-12.2	1.2	-3.7	nt	nt	1.1	1	nt	1.74	C/C(CC(=O)NCCCN1CCOCC1)=N\NC(=O)COc1ccc(Cl)cc1
4.0	0.9	24.7	-2.5	-42.5	1	0.8	1	-0.88	CCCOC(=O)CSc1nc(N)c(C#N)c(CC)c1C#N
52.0*	1	12.3	-1.6	-17.3	0.5	0.9	1.3	-0.09	CC(C)(C)c1cc(=O)n2c(nc3ccccc32)[nH]1
32.4	0.8	13.8	8.1	-4.6	0.7	0.9	1	-0.09	CS(=O)(=O)N1CCN(c2ccccc2NC(=O)Cc2ccc(Cl)cc2)CC1
10.6	0.8	5.5	-2.3	-14.8	0.9	0.9	1.3	0.47	Nc1nc(CN2CCN(c3ccccn3)CC2)nc(Nc2ccc(F)cc2)n1
-2.6	1	-3.5	-3.0	-4.4	1	1	1	-0.71	CC(C)(C)S(=O)(=O)c1ccccc1C(=O)O
-68.3	1.2	47.3	-0.3	7.3	1.7	0.5	1.1	0.23	CCn1c(=O)cc(SCC(=O)NCc2ccc(C)cc2)c2ccccc21
15.4	0.9	-1.0	-6.0	1.8	0.8	1	1	-0.8	COc1cc(C2C(C(=O)c3ccc(C)o3)=C(O)C(=O)N2c2cc(C)on2)ccc1O (centres undefined)
26.2	1.1	29.4	0.0	-5.7	0.7	0.7	nt	-0.8	C(=N\Nc1nc2ccccc2[nH]1)/c1cccs1
6.6	1.1	85.8*	-1.1	50.3	0.9	0.1	1.1	-0.14	CC(=O)Oc1c(S(=O)(=O)c2ccccc2)c(C)nn1C(C)(C)C
92.6*	1.4	93.2*	-0.8	-14.0	0.1	0.1	1.2	-0.39	COC(=O)c1cc(NC(=O)CN(c2ccc3c(c2)OCO3)S(C)(=O)=O)ccc1Cl

# Exported bar-delimited: entries from further up
Structure | CYP2C9 inhib | PLAP activator | CYP2C19 inhib | CD11b adhes enh | Mac1 fbg inh | CYP2C9 activ | CYP2C19 activ | MT1-MMP txn act | Pyk2 oligo antag
Cc1cccc(NCC(O)Cn2cnc3c2c(=O)n(C)c(=O)n3C)c1 (centres undefined) | 6.1 | 1.5 | 43.6 | 0.4 | 1.6 | 0.9 | 0.6 | 0.8 | -0.08
CCN(CC)S(=O)(=O)c1ccc2c3c(cccc13)C(=O)S2 | -46.8 | 1 | 81.1* | nt | nt | 1.5 | 0.2 | 1.2 | -0.67
CN1C[N+]([O-])=C(c2ccccc2)C1(C)C | 8.2 | 0.9 | 1.7 | -3.1 | -3.9 | 0.9 | 1 | 1.3 | 0.33
CCCCC1(C(=O)OCC)CC(CN2CCOCC2)OC1=O (centres undefined) | 8.2 | 1.4 | 23.5 | -2.0 | -21.3 | 0.9 | 0.8 | 1.3 | 1.24
CC(C)C(=O)Nc1cccc(NC(=S)NC(=O)c2ccccc2Cl)c1 | -7.4 | 1.1 | 26.5 | 1.4 | 20.6 | 1.1 | 0.7 | nt | -0.93
CCCc1nc2ccc(NC(=O)c3ccco3)cc2c(=O)n1Cc1ccc(Cl)cc1 | 4.0 | 1 | 11.8 | -1.1 | 6.6 | 1 | 0.9 | 1.3 | -1.87
CCCOc1ccc2ccccc2c1/C=N/n1c(C)nnc1-n1nc(C)cc1C | 18.0 | 1.6 | 82.6* | -3.9 | 17.9 | 0.8 | 0.2 | 0.5 | -0.36
Cc1ccnc(Nc2nc(-c3c(C)nc4sccn34)cs2)c1 | 25.0 | 0.9 | 26.2 | -5.3 | 66.2 | 0.8 | 0.7 | 1.3 | -0.87
Cc1cc(C)nc(/N=C(/NC(=O)Nc2cccc(Cl)c2)Nc2ccccc2)n1 | 20.5 | 0.9 | 4.4 | 1.5 | -3.0 | 0.8 | 1 | nt | 0.16
C/C(CC(=O)NCCCN1CCOCC1)=N\NC(=O)COc1ccc(Cl)cc1 | -12.2 | 1.2 | -3.7 | nt | nt | 1.1 | 1 | nt | 1.74

# Other records follow:
CYP2C9 inhib	PLAP activator	CYP2C19 inhib	CD11b adhes enh	Mac1 fbg inh	CYP2C9 activ	CYP2C19 activ	MT1-MMP txn act	Pyk2 oligo antag	canonical_smiles
0.5	7.4	6.5	-1.5	-16.0	1	0.9	nt	-0.29	N#Cc1ccc(COC(=O)C2CCC(=O)N2)cc1 (centres undefined)
49.1	1.1	59.9*	-2.4	-4.7	0.5	0.4	1.1	0.75	O=C1C(=C2CCCCC2)SC(=S)N1Cc1ccco1
67.3*	1	1.1	-0.9	2.5	0.3	1	1.1	0.37	Cc1ccccc1NC(=O)CC1SC(=NC2CCCCC2)NC1=O (centres undefined)
6.7	1	96.1*	-5.0	3.7	0.9	0	1.1	-0.35	Cc1cccc(NC(=O)CN(C)S(=O)(=O)c2ccc(Br)cc2)n1
9.7	1	-4.2	nt	nt	0.9	1	1.2	-0.18	O=C(O)C1CCCCC1C(=O)Nc1cnn(Cc2ccccc2)c1 (centres undefined)
-20.5	1.4	22.7	-3.8	0.2	1.2	0.8	1.1	-1.82	Fc1ccccc1C(c1nnnn1Cc1ccc2c(c1)OCO2)N1CCN(Cc2ccco2)CC1 (centres undefined)
5.0	1	8.9	-0.6	8.4	0.9	0.9	1.4	0.32	CN(C)CCN1C(=O)C(=O)/C(=C(/O)c2ccccc2)C1c1ccccc1F (centres undefined)
-1.4	1	27.9	0.6	-9.2	1	0.7	1.3	0.61	Cc1c(Br)c(C(F)(F)F)nn1CC(=O)NCC1CCCO1 (centres undefined)
2.9	1	-7.0	-2.9	-38.6	1	1.1	nt	-0.13	Cc1occc1C(=O)Nc1nn[nH]n1
3.5	1.4	0.4	3.0	-4.0	1	1	0.9	-1.5	COc1cc2c(cc1OC)-c1cc(NC3CCCCCC3)nc(=O)n1CC2
-3.5	1.5	1.0	-3.6	-16.8	1	1	1.1	nt	CCCC1(C(=O)O)NC(c2ccc(OC)cc2O)C2C(=O)N(c3ccc(OC)cc3)C(=O)C21 (centres undefined)
62.1*	1	7.1	nt	nt	0.4	0.9	1	-0.55	CCCCCN1CC(O)=C(c2nc(-c3ccc(Cl)cc3)cs2)C1=N
74.4*	0.6	16.4	1.0	3.7	0.3	0.8	nt	0.24	CO/N=C/c1ccc(Sc2ccccc2)c([N+](=O)[O-])c1
7.2	0.8	28.1	-1.6	6.4	0.9	0.7	nt	-0.13	Cc1ccc(Cl)cc1N1CCN(Cc2cc3c(cc2O)CCC3)CC1
44.1	0.8	91.1*	-0.2	-12.2	0.6	0.1	1.1	0.36	COc1cc(S(=O)(=O)Nc2ncccc2C)c(OC)cc1Cl
41.0	1.1	25.0	-5.1	5.1	0.6	0.8	nt	1.06	CC(=O)c1ccc(Nc2nc(=O)c3cccnc3s2)cc1
71.8*	1.1	-13.1	nt	nt	0.3	1.1	1.1	1.16	Cc1ccc(C2/C(=C(/O)c3ccc(Br)cc3)C(=O)C(=O)N2Cc2ccco2)o1 (centres undefined)
16.5	1	24.0	-3.0	6.2	0.8	0.8	1.6	-0.04	Cn1c2c(c3ccccc31)CCSC2=O
8.6	1.9	35.8	11.0	3.7	0.9	0.6	1	-1.59	CCOC(=O)c1cc2sc(C)cc2n1CC(=O)Nc1ccc2c(c1)OCCO2
4.2	1.2	-4.2	2.7	-6.3	1	1	1.1	-0.04	CCCCCn1c(=O)c(C(=O)OCC)c(O)c2ccccc21

# New compounds follow
CYP2C9 inhib	PLAP activator	CYP2C19 inhib	CD11b adhes enh	Mac1 fbg inh	CYP2C9 activ	CYP2C19 activ	MT1-MMP txn act	Pyk2 oligo antag	canonical_smiles
26.8	1	6.4	41.9	-6.6	0.7	0.9	nt	3.11	CCOC(=O)c1sc(NC(=O)c2cc3n(n2)C(C(F)(F)F)CC(c2ccccc2)N3)c(C(=O)OCC)c1C (centres undefined)
16.8	0.9	1.2	9.6	8.6	0.8	1	1.1	0.31	O=C(CN1CCN(c2ccccc2)CC1)Nc1ccc(Oc2ccccc2)cc1
64.5*	1.9	65.7*	-5.9	2.8	0.4	0.3	1.1	-0.14	C=CCn1c(=O)c2ccccc2n2c(SCc3nnc(-c4ccccc4Br)o3)nnc12
99.1*	1	90.1*	-2.9	-9.1	0	0.1	1.3	-0.38	C/C(=N\NC(=S)NC(C)C)c1ccc(-n2ccnc2)cc1
1.6	0.9	0.9	2.6	-3.9	1	1	1.3	-1.12	CCOC(=O)c1nnc(-c2ccc(C)cc2)nc1Sc1cccc(Cl)c1
35.1	1.6	59.8*	-1.4	4.2	0.6	0.4	1.3	0.34	CCCC(c1nnnn1C(C)(C)CC)N1CCN(C2CCCC2)CC1 (centres undefined)
-12.1	1	9.0	2.5	-9.8	1.1	0.9	1.1	0.08	COc1cc(S(=O)(=O)N2CCCCC2)ccc1NC(=O)c1ccc(F)cc1
-10.8	1.4	40.8	-1.1	9.9	1.1	0.6	1.2	1.74	O=C(CSc1nc2ccccc2s1)Nc1ncccn1
-13.6	1.1	-6.8	-0.8	3.9	1.1	1.1	1.1	0.61	Cc1cc(NC(=O)C23CCC(C)(C(=O)O2)C3(C)C)no1 (centres undefined)
-17.8	1	-4.1	-0.7	35.0	1.2	1	0.6	-1.53	Cn1cccc1C(=O)OCc1csc(-c2ccccc2)n1
30.0	1.1	67.9*	-3.4	45.0	0.7	0.3	1.2	-1.53	CC(=O)C1=C(C)Nc2ncnn2C1c1ccc(Cl)cc1Cl (centres undefined)
86.8*	1.6	84.7*	-2.4	5.0	0.1	0.2	1	-1.19	COc1ccc(S(=O)(=O)N(CC(=O)N2CCN(c3ccccc3OC)CC2)c2ccccc2)cc1
7.4	0.8	-0.9	1.7	-1.4	0.9	1	1.5	nt	CCCc1cc(C(=O)Nc2ccc(C)cc2)no1
9.7	0.9	23.9	0.7	11.8	0.9	0.8	1.2	0.48	CCOC(=O)C1C(=O)OC2(CCCC2)C1C(=O)OCC (centres undefined)
-11.3	2.2*	-3.5	11.7	-5.2	1.1	1	nt	-0.41	COc1ccccc1NC(=O)C(=O)NNC(=O)c1ccco1
74.0*	0.9	62.7*	-0.7	-5.8	0.3	0.4	1	-3.3*	CCCCCCSC1=C(C#N)C(c2ccc(O)cc2)CC(=O)N1 (centres undefined)
-73.8	1.2	27.9	nt	nt	1.7	0.7	1	-0.08	CCn1c(COc2ccccc2)nnc1SCC(=O)Nc1cc(OC)ccc1OC
